High-throughput results (PubChem)
TRPM1 prom inh – inhibitors of MITF-driven TRPM1 promoter in melanoma cells. SK-MEL-5 TRPM1 promoter luciferase, 24 h. inhibition, % at 12.5 µM. 330,000 compounds, 0.83% hits;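 active = mean inhibition across replicates of 60% or more, whatever share of single replicates reaches that level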; note: values of inactives mirror those of a sister screen read the other way
NR2E3 ag-1 – NR2E3 (human) agonism; Q9Y5X4; GST-NR2E3/biotin-RetCOR TR-FRET, 1536-well; inhibition of corepressor binding, % at 4.78 µM; 320,000 compounds, 0.12% hits; AID 2300;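 active = percent inhibition above the cutoff of mean plus 3 SD of all tested compounds, set per screening campaign, cut at about 20% in these data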;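 note: 0% = DMSO wells and 100% = biotin wells as full block of FRET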
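Material: NR2E3–RetCOR corepressor complex | Quantity: 1.35 nM GST-tagged NR2E3 final | Schedule: 5 h at 4 °C | Replication: Singlicate compound wells | Reagent: RetCOR corepressor, biotinylated, 7 nM | Controls: Biotin wells as high control, 0.6% DMSO wells as low control | Signal: TR-FRET, Eu(K)-anti-GST donor, streptavidin-D2 acceptor, ex 340, em 617/671 nm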
PDI turbidity – inhibitors of human protein disulfide isomerase; PDI insulin aggregation turbidity, A650, 90 min; P07237; 350,000 compounds, 0.052% hits; inhibition, % at 10 µM; AID 588391;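 active = mean inhibition across replicates of 30% or more, whatever share of single replicates reach that level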;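 note: absorbance from insulin aggregation driven by PDI reduction with DTT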
Target sequence (P07237 whole entry, looked up): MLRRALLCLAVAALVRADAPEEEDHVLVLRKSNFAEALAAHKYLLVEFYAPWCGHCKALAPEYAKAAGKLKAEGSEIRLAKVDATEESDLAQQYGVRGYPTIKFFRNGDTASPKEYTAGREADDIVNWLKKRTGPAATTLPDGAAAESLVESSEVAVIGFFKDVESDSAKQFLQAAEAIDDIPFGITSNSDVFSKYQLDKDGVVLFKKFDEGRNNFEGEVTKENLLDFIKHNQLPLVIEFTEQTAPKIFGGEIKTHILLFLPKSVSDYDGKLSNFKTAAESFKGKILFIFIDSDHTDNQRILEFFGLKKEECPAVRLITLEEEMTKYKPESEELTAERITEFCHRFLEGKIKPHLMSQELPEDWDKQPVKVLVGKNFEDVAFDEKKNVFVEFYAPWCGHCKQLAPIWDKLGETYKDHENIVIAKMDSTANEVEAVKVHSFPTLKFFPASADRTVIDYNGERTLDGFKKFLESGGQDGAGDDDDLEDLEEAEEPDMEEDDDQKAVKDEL
aDG glyco up – increases alpha dystroglycan glycosylation; Pro5-aDG cells, alpha-DG glycosylation AlphaScreen (IIH6); 0% Pro5, 100% B10-LARGE cell signal; AID 624168; 360,000 compounds, 0.22% hits; activation, % at 10 µM;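 active = activation of at least 8% versus controls, or a plate z-score of at least 8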;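 note: Pro5 are CHO cells carrying HIG-tagged alpha-DG that lacks glycosylation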
HIF-2a block – inhibitors of HIF-2a; 786-0 RCC cells HIF-2a reporter, luciferase luminescence, overnight; inhibition, % at 18.8 µM; 360,000 compounds, 0.72% hits;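 active = inhibition of the luminescence signal of 40% or more relative to plate controls, in a single-dose primary screen at 18.75 µM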
CaV13 ICDI inh – Disruptors of the CACNA1D IQ motif to Ca2+-dependent inactivation inhibitor domain association, primary screening, Förster resonance energy transfer in intact living …; HEK cells, CFP/YFP FRET ICDI-IQ, plate reader, 10 min; percent FRET-ratio fall versus neutral wells; 340,000 compounds, 0.098% hits; inhibition, % at 12.3 µM;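 active = mean replicate inhibition of at least 30% and at least 1% of replicates passing that level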;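 note: 0% = median of the neutral control wells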
iPSC survival up – hiPSC single-cell survival enhancement. ATPlite luminescence; 100% = ROCK inhibitor wells, 0% = DMSO. survival enhancement, % at 20 µM. 360,000 compounds, 0.044% hits. AID 602274; in the data active = survival enhancement above about 18%;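 note: cells exposed to compounds for 16 hours before the ATP read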
Exocytosis inh – lytic granule exocytosis inhibition | inhibition, % at 10 µM | 360,000 compounds, 0.66% hits | TALL-104 LAMP-1 surface exposure, flow cytometry; cells stimulated with thapsigargin and PMA;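 active = inhibition above about 55%, limit read from the data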
NR2E3 ag-2 – activates human NR2E3 receptor. CHO-S Gal4-NCOR/VP16-NR2E3 two-hybrid, luciferase. AID 602229. inhibition of corepressor binding, % at 3.98 µM. 360,000 compounds, 0.35% hits. Q9Y5X4;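 active = inhibition above the mean of all tested compounds plus 3 SD, cut at about 70% in these data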;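 note: 0% = DMSO with NR2E3 transfected cells and 100% = cells lacking NR2E3 construct; higher means lower luciferase signal from less NR2E3 corepressor binding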
Peg3 prom inh – inhibitors of Peg3 promoter | inhibition, % at 20 µM | AID 588405 | 360,000 compounds, 1.7% hits | HeLa PEG-Prom luciferase reporter, luminescence, overnight;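 active = inhibition of at least 50% at 20 µM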
Vif imaging – HIV Vif inhibition; HEK293T cells, Vif self-association by quenched fluorescence, imaging, 24 h; inhibition, % at 7.49 µM; 340,000 compounds, 0.35% hits; AID 602346; in the data active = inhibition above about 50%, passing the limit was not always enough; note: some results filed as inactive read as strong as hits
Numbers without * were called inactive; nt = no result given.

Structure	TRPM1 prom inh	NR2E3 ag-1	PDI turbidity	aDG glyco up	HIF-2a block	CaV13 ICDI inh	iPSC survival up	Exocytosis inh	NR2E3 ag-2	Peg3 prom inh	Vif imaging
O=C(c1cc(C2CC2)nn1-c1ccccc1)N1CCN(Cc2ccccc2)CC1	nt	nt	-1	-0.1	11	-5	-0.8	6	4	5	13
COc1ccccc1N1CCN(C(=O)c2cn(Cc3ccccc3)nc2-c2cccnc2)CC1	-9	-1	-2	0.2	11	-4	2.1	-3	-12	9	nt
CC(Sc1ccc(S(=O)(=O)N(C)C)cn1)C(=O)NC1CCCC1 (stereo unspecified)	5	0	-9	-0.1	6	-5	-0.4	-2	-3	-11	-4
C#Cc1cccc(C(=O)N2CCCC(C(=O)c3ccc(OC)cc3C)C2)c1 (stereo unspecified)	-5	-2	-6	0.2	-47	-4	0.7	2	-4	-9	0
CCC(NC(=O)C1CCCO1)c1ccccc1 (stereo unspecified)	-6	5	-5	0.2	5	-18	0.1	4	-4	-3	-4
CCC(Cc1ccccc1)NC(=O)c1cc(S(=O)(=O)N2CCCCC2)c[nH]1 (stereo unspecified)	-1	0	13	0.0	9	-6	-1.8	2	10	26	8
CC(C)NC(=O)C1(C)CCCN1Cc1ccccc1 (stereo unspecified)	nt	nt	-1	-0.4	6	-5	-2.6	-3	-40	7	-1
C=CCn1c(SCc2ccccc2)nc2scc(-c3ccc(C)o3)c2c1=O	3	-2	-8	0.1	10	-5	-0.6	1	0	16	-7
O=C(COc1ccccc1)Nc1ccccc1Oc1ccccc1	-3	2	4	0.2	0	-5	-0.2	-2	-6	-1	13
Cc1ccsc1/C=N/n1c(-c2ccncc2)n[nH]c1=S	-1	4	3	-0.1	18	-4	1.8	4	4	-6	5
CC1=C(C(=O)N(C)C)CC(CC(=O)NCc2cccc3ccccc23)C(=O)N1Cc1ccc(F)cc1 (stereo unspecified)	nt	nt	nt	0.0	2	-6	-1.3	2	-9	-1	14
COc1ccc(-n2c(O)c(C=NCc3ccccn3)c3ccccc3c2=O)c(OC)c1	-18	4	5	0.1	19	-2	-0.6	4	-32	13	-20
CCOc1ccc(CN2C(=O)c3ccccc3C2=O)cc1C(=O)NC1CC(C)(C)NC(C)(C)C1	14	2	-2	-0.2	3	-6	-0.5	1	1	3	-1
CC(C#N)(CCc1ccccn1)CCc1ccccn1	-4	nt	-2	0.1	7	-6	3.7	1	-7	-1	-3
Cn1c(CNC(=O)c2ccccc2)nnc1SCC(=O)Nc1nccs1	-6	-3	3	0.0	2	-5	-0.5	2	-4	-4	-3
Cc1ccccc1C1=C/C(=C(\SS/C(C(=O)c2ccc(OCC(=O)O)c(Cl)c2Cl)=C2\C=C(c3ccccc3C)SS2)C(=O)c2ccc(OCC(=O)O)c(Cl)c2Cl)SS1	8	nt	27	-0.2	11	-6	2.3	-1	-5	8	-3
CCOc1cccc(/C=N/NC(=O)c2cc(-c3cccn3C)n[nH]2)c1O	44	-1	4	1.0	-38	-1	-1.9	-4	-8	40	7
Cc1ccccc1CS(=O)(=O)CC1(O)CCN(C(=O)c2cccc(C(F)(F)F)c2)CC1	2	0	-2	0.0	22	-3	-1.3	-3	5	26	12
COc1ccccc1NC(=O)CSc1nc(SC)ns1	-22	5	5	0.1	-161	-3	0.0	-4	-21	-224	-5
O=C(c1ccccc1)n1c2ccccc2c(=O)n1-c1ccccc1CCl	nt	nt	nt	-0.1	-315	nt	0.5	-1	-64	-304	2
COc1ccc(C(=O)NCCc2nnc3ccc(SCC(=O)NCCc4ccc(OC)c(OC)c4)nn23)cc1	14	1	-2	-0.4	11	-6	0.0	0	-15	7	2
O=C(O)COc1ccccc1/C=N/NC(=O)CSc1nc2ccccc2s1	-7	-2	-3	-0.1	1	3	0.2	0	16	-1	14
CC1(C(=O)O)CCC(C(=O)Nc2ccc(F)cc2)C1(C)C (stereo unspecified)	-2	2	1	-0.1	17	-4	-0.7	14	1	9	-4
CCOC(=O)c1ccc(Oc2nc(OC)nc(N(C)C)n2)cc1	-1	3	-1	0.3	25	-3	6.4	-2	-20	12	1
O=C1CCCCC(=O)[C@H](O)C[C@H](COCc2ccccc2)O1	nt	nt	nt	0.0	-1	-6	-0.6	-2	4	nt	nt
COc1cccc(/C=C/C(=O)OCC(=O)Nc2cc(C(F)(F)F)ccc2Cl)c1	4	-3	-3	-0.2	5	-6	1.3	-3	24	12	-20
Brc1ccc(-c2csc3[n+]2CCCCC3)cc1	-7	-2	13	-0.3	12	-15	-1.6	-2	-7	-8	-1
Cc1cnc(C(=O)Nc2cccc3ncccc23)cn1	-19	1	-3	-0.1	6	nt	1.1	1	-8	-7	nt
COC(=O)[C@@]1(Cc2ccc(F)cc2)[C@H]2c3cc(C(=O)N(C)C)n(Cc4cc(F)cc5c4OCOC5)c3C[C@H]2CN1C(=O)c1ccccc1	nt	nt	nt	0.6	-18	-7	-0.2	-1	-31	nt	nt
O=C(c1ccc(N2CCCC2=O)cc1)N1CCN(c2ccc(C(F)(F)F)cc2[N+](=O)[O-])CC1	nt	nt	4	7.0*	1	-15	2.7	6	83*	2	-5

A section taken from the entries so far, as a working copy:
Structure	TRPM1 prom inh	NR2E3 ag-1	PDI turbidity	aDG glyco up	HIF-2a block	CaV13 ICDI inh	iPSC survival up	Exocytosis inh	NR2E3 ag-2	Peg3 prom inh	Vif imaging
COc1cccc(/C=C/C(=O)OCC(=O)Nc2cc(C(F)(F)F)ccc2Cl)c1	4	-3	-3	-0.2	5	-6	1.3	-3	24	12	-20
Brc1ccc(-c2csc3[n+]2CCCCC3)cc1	-7	-2	13	-0.3	12	-15	-1.6	-2	-7	-8	-1
Cc1cnc(C(=O)Nc2cccc3ncccc23)cn1	-19	1	-3	-0.1	6	nt	1.1	1	-8	-7	nt
COC(=O)[C@@]1(Cc2ccc(F)cc2)[C@H]2c3cc(C(=O)N(C)C)n(Cc4cc(F)cc5c4OCOC5)c3C[C@H]2CN1C(=O)c1ccccc1	nt	nt	nt	0.6	-18	-7	-0.2	-1	-31	nt	nt
O=C(c1ccc(N2CCCC2=O)cc1)N1CCN(c2ccc(C(F)(F)F)cc2[N+](=O)[O-])CC1	nt	nt	4	7.0*	1	-15	2.7	6	83*	2	-5

New compounds follow
Structure	TRPM1 prom inh	NR2E3 ag-1	PDI turbidity	aDG glyco up	HIF-2a block	CaV13 ICDI inh	iPSC survival up	Exocytosis inh	NR2E3 ag-2	Peg3 prom inh	Vif imaging
Nc1nc(O)c(Sc2ccccc2[N+](=O)[O-])c(=O)[nH]1	15	-3	10	-0.2	10	-3	-0.6	12	16	15	-2
O=C1CCC(CCC(=O)N2CCCC(C(=O)c3ccc(Cl)cc3)C2)=NN1 (stereo unspecified)	5	1	-10	-0.1	-13	-6	-0.7	7	-16	-7	8
COc1cc(-c2noc(C)c2C(=O)NCC[C@@H]2CCCN2C)cc(OC)c1OC	10	nt	-3	0.0	-18	-3	-0.4	-2	-1	-13	2
COCCCN(C(=O)Nc1ccc(C)c(C)c1)C(C)c1ccccn1 (stereo unspecified)	nt	5	8	0.0	0	-7	-0.6	-7	-35	-2	-9
COc1cccc(CNc2ccc(S(=O)(=O)Nc3nccs3)cc2)c1O	7	0	-4	-0.2	22	-4	0.6	-1	3	18	-9
CC(C)CN(CC(C)C)S(=O)(=O)N1CCC(C(=O)NCc2cccnc2)CC1	14	0	-2	0.8	5	-4	-0.2	-4	-11	7	-1
CN(c1ccccc1)S(=O)(=O)c1cccc(NC(=O)CSc2nncs2)c1	11	3	0	5.5	-2	-6	-1.3	-1	70	-6	0
COc1ccc(OC)c(-c2nc3ccccc3nc2-c2ccccc2)c1	5	-2	3	-0.1	23	-5	-0.5	-15	-2	19	-4
C=CCn1c(SCC(=O)c2ccc(O)c(O)c2)nnc1-c1ccccc1OC	-7	8	-2	0.1	10	-7	-2.1	-5	20	-5	54*
NNC(=O)c1cc(-c2ccccc2)sc1N	-3	-1	1	-0.1	-13	-5	-0.6	-1	-13	-27	-4
Cc1cccc(C(C)C)c1NC(=O)COC(=O)c1cc2ccccc2oc1=O	0	3	-3	-0.2	-11	-6	0.3	16	20	-12	2
COc1ccc(C(=O)OCC#CCSc2nnc(-c3cccc4ccccc34)o2)cc1	-13	nt	4	-0.1	-42	-7	1.9	-14	-6	-50	-3
